4MU fluor = qHTS Assay for Spectroscopic Profiling in 4-MU Spectral Region | compound autofluorescence, 340/450 nm, 4-MU equivalents; stronger effect = higher value | max dye-equivalent concentration, M | 59,000 compounds, 11% hits | AID 589, 2007; in the data active = max dye-equivalent concentration above about 10 nM; inconclusive = mostly about 1.1 nM to 9.6 nM
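Compounds in 100 mM Tris, pH 8.0, incubated 15 min at room temperature, then fluorescence read at 340 nm excitation/450 nm emission. Signal converted to 4-MU dye-equivalent concentration using an on-plate six-point 4-MU standard curve.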
USP2a inh = qHTS Assay for Inhibitors of Ubiquitin-specific Protease USP2a; Ubiquitin carboxyl-terminal hydrolase 2 (Homo sapiens), O75604; 60,000 compounds, 0.1% hits; AID 927, 2007; Potency, µM (titrated, usually from 38.3 µM), for inactives: top-dose activity change, negative = inhibition, hits mostly inhibitors; USP2a enzymatic assay, qHTS inhibition;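 also: potency is read from the fitted curve at half-maximal effect; nearly all actives have a fitted effect of over 60% in size; plate controls were DMSO for no effect and NEM full inhibition control for full effect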
Target sequence (O75604 whole entry, looked up): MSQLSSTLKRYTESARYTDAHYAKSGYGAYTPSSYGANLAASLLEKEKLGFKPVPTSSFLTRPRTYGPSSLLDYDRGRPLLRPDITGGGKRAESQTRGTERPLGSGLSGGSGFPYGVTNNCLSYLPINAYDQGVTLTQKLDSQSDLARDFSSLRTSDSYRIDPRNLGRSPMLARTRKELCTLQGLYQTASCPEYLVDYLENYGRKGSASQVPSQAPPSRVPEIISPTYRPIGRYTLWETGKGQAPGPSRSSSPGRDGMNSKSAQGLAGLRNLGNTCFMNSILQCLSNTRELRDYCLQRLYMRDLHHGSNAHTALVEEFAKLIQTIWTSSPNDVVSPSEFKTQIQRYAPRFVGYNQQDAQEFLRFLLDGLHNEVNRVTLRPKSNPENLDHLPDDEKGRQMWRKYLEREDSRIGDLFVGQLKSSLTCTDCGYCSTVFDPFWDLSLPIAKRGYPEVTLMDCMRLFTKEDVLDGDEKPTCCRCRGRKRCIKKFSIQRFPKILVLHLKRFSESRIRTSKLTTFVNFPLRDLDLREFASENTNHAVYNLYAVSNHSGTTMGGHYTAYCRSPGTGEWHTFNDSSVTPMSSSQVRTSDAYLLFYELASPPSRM
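USP2 core (20nM final) preincubated 30 min RT with compound, then Ub-PLA2 20nM and NBD C6-HPC 20uM final added; buffer 20mM Tris-HCl pH 8.0, 2mM CaCl2. Fluorescence Ex 460/Em 535 read at 0 and 2.5 h; normalized to NEM.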
BRCT inh green = qHTS Assay for Inhibitors of BRCT-Phosphoprotein Interaction (Green Fluorophore); BRCA1 BRCT-phosphopeptide binding, green fluorescence polarization; Potency, µM (titrated, usually from 76.9 µM), inactives show at the highest dose activity change, negative = inhibition, most hits filed as inhibitors; 75,000 compounds, 0.05% hits; AID 875, 2007;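 also: potency is read from the fitted curve at half-maximal effect; plate controls were peptide without protein for full effect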
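Fluorescence polarization: His-tagged BRCT (~35 kDa BRCA1 C-terminus, 250 nM) bound to 100 nM fluorescein-labeled phosphorylated 10-aa BACH1 peptide, pH 7.3 phosphate buffer with DTT and Tween 20. Compounds incubated 12 min at room temperature; inhibition read as lowered polarization.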
HEK293 cAMP ctrl = qHTS Assay for Agonists of the Thyroid Stimulating Hormone Receptor: Activators of Intracellular cAMP Concentrations in Parental HEK 293 | parental HEK293 CNG cAMP sensor, membrane potential fluorescence | Potency, µM (titrated, usually from 57.1 µM), inactives show at the highest dose activation, most hits filed as activators | 73,000 compounds, 2.5% hits | AID 938, 2007; also: potency is read from the fitted curve at half-maximal effect; % of control where 0% means no effect; nearly all actives have a fitted effect of over 55% in size
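Parental HEK 293 cells stably expressing a modified CNG channel (no TSHR) report cAMP rise as membrane depolarization. Membrane potential dye with 100 uM RO 20-1724 was loaded for 60 min at room temperature, then compound added for 30 min; fluorescence read at 590 nm.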
A350 fluor = qHTS Assay for Spectroscopic Profiling in A350 Spectral Region; Compound autofluorescence, 340/450 nm, Alexa 350 dye-equivalents; stronger effect = higher value; max dye-equivalent concentration, M; 59,000 compounds, 11% hits; in the data active = max dye-equivalent concentration above about 10 nM; inconclusive = mostly about 1.1 nM to 9.6 nM
BRCT PPI red = qHTS Assay for Inhibitors of BRCT-Phosphoprotein Interaction (Red Fluorophore); Breast cancer type 1 susceptibility protein (Homo sapiens), P38398; 75,000 compounds, 0.03% hits; AID 892, 2007; BRCT-phosphopeptide binding, red fluorescence polarization; Potency, µM (highest dose often 76.9 µM), for inactives: top-dose activity change, negative = inhibition, actives largely listed as inhibitors; also: % is scaled to controls: 0 for no effect and ±100 for the full control effect
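Fluorescence polarization: 100 nM His-tagged BRCA1 BRCT with 100 nM TAMRA-labelled phospho-BACH1 decapeptide, phosphate buffer pH 7.3 with 150 mM NaCl, DTT, 0.01% Tween 20; 12 min RT. Binding inhibition seen as FP decrease.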
TexasRed autofl = qHTS Assay for Spectroscopic Profiling in Texas Red Spectral Region; Compound fluorescence, Texas Red channel, 547/618 nm; stronger effect = higher value; 59,000 compounds, 0.06% hits; max dye-equivalent concentration, M; in the data active = max dye-equivalent concentration above about 10 nM; inconclusive = between about 1.1 nM and that limit
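Compound titrations in 100 mM Tris pH 8.0 were incubated 15 min at room temperature and read at 547 nm excitation / 618 nm emission. Texas Red six-point standard curve on each plate converted fluorescence to dye-equivalent concentration.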
Casp7 inh = qHTS Assay for Allosteric/Competitive Inhibitors of Caspase-7 | P55210 | recombinant caspase-7, Ac-DEVD-AFC fluorescence rate | Potency, µM (top dose mostly 57.5 µM), inactives show at the highest dose activity change, negative = inhibition, hits mostly inhibitors | 75,000 compounds, 0.02% hits; active = well fitted inhibition curve with a large enough effect in the main read-out, with a control signal flat, not every such curve was filed as active; inconclusive = small, poorly fitted or top-dose-only effect, or a change in a side signal; also: potency is read from the fitted curve at half-maximal effect; % of control where 0% means no effect
Target sequence (P55210 24-198 limits assumed): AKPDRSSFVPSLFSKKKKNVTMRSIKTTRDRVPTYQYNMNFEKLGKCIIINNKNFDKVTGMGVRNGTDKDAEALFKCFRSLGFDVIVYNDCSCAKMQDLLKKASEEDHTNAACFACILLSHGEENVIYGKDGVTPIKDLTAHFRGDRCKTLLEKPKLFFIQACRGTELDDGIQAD
Target sequence (P55210 207-303 limits assumed): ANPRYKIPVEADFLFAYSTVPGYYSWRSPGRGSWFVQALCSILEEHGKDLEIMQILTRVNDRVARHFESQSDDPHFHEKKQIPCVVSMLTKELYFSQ
Rhodamine autofl = qHTS Assay for Spectroscopic Profiling in Rhodamine Spectral Region; Rhodamine-region fluorescence, 547/598 nm, Tris buffer; stronger effect = higher value; AID 594, 2007; 59,000 compounds, 0.05% hits; max dye-equivalent concentration, M; in the data active = max dye-equivalent concentration above about 11 nM; inconclusive = between about 1.1 nM and that limit
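Read-out is relative fluorescence at 547 nm excitation and 598 nm emission, expressed as dye-equivalent concentration using rhodamine standards on every plate. Each compound was profiled across a concentration series after 15 min in 100 mM Tris, pH 8.0.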
Fluorescein fluor = qHTS Assay for Spectroscopic Profiling in Fluorescein Spectral Region; Compound autofluorescence, 480/540 nm, fluorescein-equivalent; stronger effect = higher value; AID 593, 2007; 59,000 compounds, 0.91% hits; max fluorescein-equivalent concentration, M; in the data active = max fluorescein-equivalent concentration above about 10 nM; inconclusive = between about 1.1 nM and that limit
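First, buffer (100 mM Tris, pH 8.0) dispensed; second, compounds and fluorescein standards pinned in; third, 15 min room-temperature incubation; finally, imaging at ex 480 nm/em 540 nm. Fluorescence normalized against the six-point fluorescein curve.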
Casp1 inh = qHTS Assay for Allosteric/Competitive Inhibitors of Caspase-1 | P29466 | Caspase-1 enzyme, Ac-WEHD-AFC fluorogenic rate | Potency, µM (titrated, usually from 57.5 µM), inactives show at the highest dose activity change, negative = inhibition, usual class: inhibitors | 75,000 compounds, 0.03% hits | AID 900, 2007;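 also: potency is read from the fitted curve at half-maximal effect; plate controls were vehicle for no effect and no substrate for full effect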
The depositor's hits bear a star; i = inactive; ? = inconclusive; . = not tested or not shown; & = joins results of further samples; [ ] = remark or other dose. Unless noted, calls follow the shape of the dose curve; as a rule, active = well fitted curve in the direction sought with a large enough effect; inconclusive = small, poorly fitted or top-dose-only effect, or another doubt; inactive = no such curve, though single readings can be large; an effect the other way counts as inactive or inconclusive.

SMILES	4MU fluor	USP2a inh	BRCT inh green	HEK293 cAMP ctrl	A350 fluor	BRCT PPI red	TexasRed autofl	Casp7 inh	Rhodamine autofl	Fluorescein fluor	Casp1 inh
COc1ccc(CNc2ccc3c(c2)nc(C)n3C)cc1	i	.	-0.7%	-6%	i	1.2%	i	2%	i	?	-3%
O=c1cc(Cn2nnc(-c3ccc(Cl)cc3)n2)nc2sccn12	i	9%	-0.1%	6%	i	-5.3%	i	0%	i	i	-3%
CC1(C)CC(=O)C=C(Nc2ccccc2O)C1	?	-1%	-2.0%	19%	?	0.9%	i	-9%	i	i	-5%
CCOc1ccc(Cc2nc(C)c(CC(=O)N3CCOCC3)c(=O)[nH]2)cc1	i	-3%	-5.1%	12%	i	-0.8%	i	-1%	i	i	-1%
O=S(=O)(c1cccc(-c2nnc(SCc3nc4ccccc4s3)o2)c1)N1CCOCC1	i	36%[activator]	11%	14%	?	3.3%	?	1%[0.00368 µM]	?	?	?
NS(=O)(=O)c1ccc(NS(=O)(=O)c2cccs2)cc1	i	0%	-0.4%	1%	i	0.2%	i	0%	i	i	-1%
Cc1cc(C)cc(N(CC(=O)NCc2cccnc2)S(C)(=O)=O)c1	i	-1%	-0.3%	-3%	i	0.0%	?	-3%	i	?	1%
COc1ccccc1NC(=O)c1ccccc1NS(=O)(=O)N1CCCC1	?	2%	0.2%	?	?	-2.3%	?	1%	i	i	-1%
CCc1c(C)nc(N)n2c(SCC(=O)N3CCN(c4ccccc4)CC3)nnc12	i	-9%	-1.1%	9%	i	1.3%	i	8%	i	?	0%
N#Cc1cc(Oc2cccc3cccnc23)c(-n2nnc3ccccc32)cc1C#N	i	.	.	.	i	.	i	.	i	?	.
O=C(Cn1ccsc1=NC(=O)c1ccco1)c1ccccc1	1.1e-08M*	-9%	0.5%	14%	?	-0.7%	i	3%	i	i	1%
COc1cc2ccccc2cc1C(=O)Nc1cccnc1	1.1e-08M*	16%	-1.8%	?	1.4e-08M*	-1.3%	i	0%	i	i	0%
N[C@H](CCCC(=O)O)C(=O)O	i	3%	-1.7%	-3%	?	-1.1%	?	-2%	i	i	-1%
CS(=O)(=O)c1ccc2nc(NC(=O)CC3CCCC3)sc2c1	i	16%	-1.1%	-5%	?	-1.9%	i	-1%	i	i	-1%
COc1cc(C(C(=O)NC(C)(C)C)N(Cc2ccccc2)C(=O)c2cnccn2)cc(OC)c1OC (stereo unspecified)	i	2%	-0.2%	24%	i	0.3%	i	0%	i	i	0%
CCOCC(=O)Nc1nnc(C)s1	i	-6%	0.7%	-1%	i	-0.7%	i	1%	i	i	0%
CCN(CC)c1ccc(NC(=O)c2[nH]c(C)c(C(C)=O)c2C)c(C)c1	i	-8%	-3.9%	-3%	i	-1.9%	i	-2%	i	i	-2%
CCSc1nnc(-c2ccccc2NC(C)=O)c(=O)[nH]1	i	-1%	-0.1%	4%	i	1.2%	i	2%	i	i	3%
O=C(O)c1ccccc1Nc1ccccc1	i	-24%&3%	-1.8%[3.08 µM]	?	i	-1.5%&1.3%	?	0%&-2%	i	i	5%&-1%
COc1ccccc1N(CC(=O)N1CCCCCC1)S(C)(=O)=O	.	3%[7.66 µM]	0.3%	10%[11.4 µM]	.	0.0%	.	0%	.	.	-2%
O=C(Nc1ccncc1)c1ccc2c(c1)OCCO2	.	0%	-1.4%	22%	.	1.2%	.	1%	.	.	0%
O=C1O[C@H]([C@@H](O)CO)C(O)=C1O	.	.	0.0%	0%	.	1.8%	.	-1%	.	.	-3%
CC(C)(C)NC(=O)CN(C(=O)c1ccc(CN2CCOCC2)o1)c1ccc2c(c1)OCCO2	i	.	-2.3%	10%	i	0.4%	i	1%	i	i	-3%
COc1ccc(CC(=O)N2CCOCC2)cc1OC	.	-7%	-1.7%	-7%	.	2.0%	.	2%	.	.	0%
N#Cc1ccccc1Cn1c(=O)n(CCCC(=O)NCc2ccc3c(c2)OCO3)c(=O)c2ccccc21	i	-1%	-5.2%	8%	i	-0.1%	i	0%	i	i	-3%
COc1ccc(S(=O)(=O)N(CC(=O)Nc2cc(C)on2)Cc2ccccc2)cc1	i	-1%	1.0%	?	i	-1.0%	?	2%	i	i	4%
Cn1c(CSc2ncccn2)nnc1SCC(=O)N1CCCCC1	i	7%	-4.1%	-2%	i	0.2%	i	0%	i	i	0%
CCNC(=O)c1c(O)c2cccc3c2n(c1=O)CC3	1.7e-08M*	-1%	-0.4%	0%	2.2e-08M*	1.2%	i	1%	i	i	0%
COc1cc(-c2[o+]c3cc(O)cc(O)c3cc2O)cc(O)c1O	i	.	1.9%[15.4 µM]	-10%[11.4 µM]	i	0.8%[15.4 µM]	i	-3%[11.5 µM]	i	?	1%[11.5 µM]
N#CC1=C(N)N(c2ccc(Oc3ccccc3)cc2)C(=O)C1	i	34%[activator]	1.0%	-4%	i	-3.5%	i	-2%	i	i	0%
COc1ccccc1-c1noc(-c2ccccc2C(=O)Nc2ccccc2)n1	i	12%	0.0%	25µM*	i	-0.2%	?	-2%	i	?	-1%
Clc1cc(Cl)c(Cl)c(Cl)c1Cl	.	.	-0.3%	6%	.	1.3%	.	2%	.	.	1%
CCCn1c(=O)c2[nH]c(-c3ccccc3)nc2n(CCC)c1=O	.	.	-2.0%	7%	.	0.3%	.	0%	.	.	3%
O=C(Cn1cc(C(=O)c2ccco2)c2ccccc21)NC1CCCC1	?	124%[activator]	-0.8%	20%	?	-3.1%	i	-1%	i	i	-2%
COC1C=CO[C@@]2(C)Oc3c(C)c(O)c4c(O)c(c(C=NN5CCN(C)CC5)c(O)c4c3C2=O)NC(=O)/C(C)=C\C=CC(C)C(O)[C@@H](C)C(O)C(C)[C@H](OC(C)=O)C1C (stereo partly specified)	.	-8%	-0.1%[3.08 µM]	.	.	2.2%	.	-6%	.	.	-3%
CCOc1ccc(-c2nnc(NC(=O)c3ccc(OCC(C)C)c(OC)c3)o2)cc1	i	32%[activator]	-0.7%	25µM*	i	-1.7%	i	2%	i	?	-4%
COc1ccc(C(C)=O)cc1COC(=O)c1ccc2c(c1)OCO2	i	-4%	-0.3%	32µM*	i	-1.4%	?	-2%	i	?	1%
CCOC(=O)c1ccc(NC(=O)N2CCN(Cc3cccc(F)c3)CC2)cc1	i	11%	-3.5%	-2%	i	0.6%	i	-6%	i	i	1%
Cc1sc(NC(=O)CSc2nnc(-c3ccccc3)o2)c(C#N)c1C	i	30%[activator]	1.0%	22%	?	0.8%	i	-1%	i	i	-2%
Cc1cc(C)n(C(=O)CNC(=O)C2COc3ccccc3O2)n1 (stereo unspecified)	i	.	.	.	i	.	i	.	i	i	.
CN1C(=O)c2ccc(C(=O)NC3CCCCC3)cc2C1=O	i	1%	-1.0%	?	i	-0.1%	i	1%	i	i	0%
CCN1CCN(C(=O)CSCc2nc(-c3ccc(OC)c(OC)c3)oc2C)CC1	.	.	-1.1%	2%	.	1.7%	.	-2%	.	.	3%
CCCn1nnnc1SCC(=O)Nc1nnc(CC)s1	i	-11%	-1.5%	8%	i	-1.3%	i	-1%	i	i	1%
O=C(c1ccccc1)C(Sc1ncn[nH]1)c1ccccc1 (stereo unspecified)	.	13%[7.66 µM]	0.0%	-3%[11.4 µM]	.	0.3%	.	0%	.	.	0%
CCCCn1c2nc3ccccc3nc2c2c(=O)n(CCC(C)C)cnc21	9.2e-08M*	-3%	-1.6%	7%	1e-07M*	-1.2%	?	-1%	i	i	-2%
Cc1cc(C)nc(N2CCC(C(=O)NCc3cccs3)CC2)n1	i	14%	-3.0%	1%	i	0.0%	i	0%	i	?	0%
CCOc1cc(C(=O)Nc2ccon2)cc(OCC)c1OCC	i	6%	-2.9%	3%	i	1.2%	i	-1%	i	i	1%
COC(=O)c1ccc(NC(=O)C23CCC(C)(C(=O)O2)C3(C)C)cc1 (stereo unspecified)	.	1%	1.3%	-2%	.	0.5%	.	1%	.	.	-3%
O=C(Cn1cccc1C(=O)c1ccccc1)NCCN1CCCCCC1	i	3%	-1.0%	16%	i	-1.1%	i	2%	i	i	-1%
CCC1(C)Cc2c(sc3c2c(=O)n(C)c2nnc(SCC(=O)c4ccc(Cl)cc4)n32)CO1 (stereo unspecified)	i	.	.	.	i	.	i	.	i	i	.
COc1ccc(CCNC(=O)c2c(O)c3c([nH]c2=O)CCCC3)cc1	i	.	-2.0%	-6%	i	-1.0%	i	-1%	i	i	0%

Not all compounds are listed (hit frequency here may not be typical).
